# Jurkat autofluor – counter-screen for VLA-4 integrin: compound autofluorescence in Jurkat cells. flow cytometry; stronger effect = higher value; 1 = vehicle-only cell background. 0.61% of 24,000 active. fluorescence ratio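 (tested at 10 µM compound in the well)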;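 active = fluorescence ratio above 2.44, which is 1 plus 3 SD of all ratios; inconclusive = signal too bright to measure linearly, ratio around 10 or more; inactive = fluorescence ratio below 2.44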;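 note: green fluorescence of cells measured with 488 nm excitation and 530 nm emission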
# VLA-4 antagonist – blocks LDV-FITC ligand binding to Mn2+-activated human VLA-4 integrin; P13612; 0.2% of 24,000 active; inhibition, % at 10 µM (by protocol); AID 529; Jurkat cells, LDV-FITC binding with Mn2+, flow cytometry; 100% = Mn2+-driven binding gain fully reversed;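 active = inhibition above 50%; inconclusive = compound itself fluorescent, judged against control cell fluorescence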;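 note: 0% = Mn2+ stimulated cells lacking compound and 100% = ligand binding without Mn2+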
# Target sequence (P13612 whole entry, looked up): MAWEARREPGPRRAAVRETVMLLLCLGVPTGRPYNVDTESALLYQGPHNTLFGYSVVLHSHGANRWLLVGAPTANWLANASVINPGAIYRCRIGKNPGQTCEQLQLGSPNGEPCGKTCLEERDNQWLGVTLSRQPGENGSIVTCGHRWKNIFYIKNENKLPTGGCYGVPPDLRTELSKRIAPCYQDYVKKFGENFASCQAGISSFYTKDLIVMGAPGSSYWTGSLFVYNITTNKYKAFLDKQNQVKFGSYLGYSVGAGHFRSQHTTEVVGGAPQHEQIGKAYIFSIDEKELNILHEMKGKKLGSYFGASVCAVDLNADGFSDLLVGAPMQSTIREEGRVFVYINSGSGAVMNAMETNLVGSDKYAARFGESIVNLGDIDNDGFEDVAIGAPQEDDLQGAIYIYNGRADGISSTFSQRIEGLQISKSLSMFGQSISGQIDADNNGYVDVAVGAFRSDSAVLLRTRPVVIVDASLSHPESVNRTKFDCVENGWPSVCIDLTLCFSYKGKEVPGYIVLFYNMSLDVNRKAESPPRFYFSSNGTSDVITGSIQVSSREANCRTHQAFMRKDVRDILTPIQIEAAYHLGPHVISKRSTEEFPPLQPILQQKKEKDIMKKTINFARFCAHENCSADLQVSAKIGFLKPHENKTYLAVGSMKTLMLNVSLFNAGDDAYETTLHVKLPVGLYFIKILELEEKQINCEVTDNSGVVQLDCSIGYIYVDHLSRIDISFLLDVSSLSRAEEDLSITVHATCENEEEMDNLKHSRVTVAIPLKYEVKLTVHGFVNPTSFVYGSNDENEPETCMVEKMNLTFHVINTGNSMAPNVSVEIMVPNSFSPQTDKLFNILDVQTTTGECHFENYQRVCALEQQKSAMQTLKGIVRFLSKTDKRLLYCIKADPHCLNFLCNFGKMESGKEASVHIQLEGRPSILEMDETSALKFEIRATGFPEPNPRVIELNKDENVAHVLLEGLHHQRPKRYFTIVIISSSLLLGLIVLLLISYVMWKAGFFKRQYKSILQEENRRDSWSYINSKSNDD
# LNCaP diff act – activators of LNCaP prostate cell differentiation; flow cytometry side scatter, 4 d; side scatter shift, % at 10 µM; 0.56% of 24,000 active; AID 795;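 active = side scatter shift above 30%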;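 note: androgen-responsive LNCaP prostate cancer cells in charcoal-stripped serum medium; percent of cells past a gate set so DMSO wells show 10% shift; higher shift means more granular cells and more differentiation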
# VLA-4 allo ag – allosterically activates the human VLA-4 integrin; Jurkat cells, LDV-FITC binding, flow cytometry; activation, % at 10 µM (by protocol); P13612; AID 528; 24,000 tested, under 10 active;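 active = fluorescent ligand binding to cells raised by more than 40% of the manganese-induced maximum; inconclusive = compound's own fluorescence above 85% of the ligand control signal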;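 note: 0% = ligand binding without compound and 100% = manganese-stimulated maximal binding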
# Starred values were filed as active, the others as inactive; ? = inconclusive. A portion of the library. The share of hits here may be higher or lower than overall.
# The opening 7 entries, ahead of the listing:
SMILES,Jurkat autofluor,VLA-4 antagonist,LNCaP diff act,VLA-4 allo ag
CCN(CC)S(=O)(=O)c1ccc2c(c1)nc(SCC(=O)NC1CC1)n2-c1ccccc1OC,1.1,-1,16,2
COc1ccc(-c2cn3c(C)c(C(=O)Nc4cccc(NC(C)=O)c4)sc3n2)cc1,0.98,17,18,-6
CCOC(=O)c1ccc(NC(=O)CCc2nc(-c3cccc(C)c3)no2)cc1,1.1,14,2,-2
O=C(c1ccc(COc2ccc(F)cc2)o1)n1cccn1,1.1,15,1,-6
Cc1c(C#N)sc2nc(-c3ccccc3)nc(N3CCCC3)c12,1.1,-7,8,-4
CCc1ccc(-c2nc(CN3CCC(C(=O)NCCN(CC)c4ccccc4)CC3)c(C)o2)cc1,1.1,?,32*,?
COc1ccc(C)cc1NC(=O)C1CCCN(S(=O)(=O)c2cnc[nH]2)C1 (stereo not drawn),1.1,-4,11,0

# Results, repeating the preview:
SMILES,Jurkat autofluor,VLA-4 antagonist,LNCaP diff act,VLA-4 allo ag
CCN(CC)S(=O)(=O)c1ccc2c(c1)nc(SCC(=O)NC1CC1)n2-c1ccccc1OC,1.1,-1,16,2
COc1ccc(-c2cn3c(C)c(C(=O)Nc4cccc(NC(C)=O)c4)sc3n2)cc1,0.98,17,18,-6
CCOC(=O)c1ccc(NC(=O)CCc2nc(-c3cccc(C)c3)no2)cc1,1.1,14,2,-2
O=C(c1ccc(COc2ccc(F)cc2)o1)n1cccn1,1.1,15,1,-6
Cc1c(C#N)sc2nc(-c3ccccc3)nc(N3CCCC3)c12,1.1,-7,8,-4
CCc1ccc(-c2nc(CN3CCC(C(=O)NCCN(CC)c4ccccc4)CC3)c(C)o2)cc1,1.1,?,32*,?
COc1ccc(C)cc1NC(=O)C1CCCN(S(=O)(=O)c2cnc[nH]2)C1 (stereo not drawn),1.1,-4,11,0
COc1cc(OC)cc(-c2nnc(SCC(=O)Nc3cc(C)on3)o2)c1,1,-6,3,0
CC(=O)c1ccc(-n2nnnc2SCC(=O)N2CCc3ccccc3C2)cc1,1.1,0,4,7
CCCN(c1ccc(C(C)C)cc1)S(=O)(=O)c1c(C)noc1C,1,0,16,-1
COc1ccc(OC)c(NS(=O)(=O)c2ccc3c(c2)CCC(=O)N3)c1,1.1,-8,9,3
COc1ccc(-n2c(Cc3cccn3C)nnc2SCC(=O)N2CCC(C)CC2)cc1,1.1,6,10,4
CCCCC(O)(C(NC=O)C(=O)OC)C(F)(F)F (stereo not drawn),1,-8,18,-1
CCCOc1ccc(C(CC(=O)O)NS(=O)(=O)c2ccc(NC(C)=O)cc2)cc1 (stereo not drawn),1.1,45,16,-9
COC(=O)c1cc(=O)nc2scc(C)n12,1,-16,11,4
CCOC(=O)N1CCC(NC(=O)C2CCN(S(=O)(=O)c3c(C)noc3C)CC2)CC1,1,-10,10,3
COC(=O)c1cc(S(=O)(=O)N2CCC(C)CC2)ccc1F,0.95,-13,2,-4
CCN(CCCNC(=O)C1CCN(S(=O)(=O)c2cnc[nH]2)CC1)c1ccccc1,0.96,0,5,-1
CCOC(=O)c1ccc(NC2c3ncccc3C(=O)N2Cc2ccc(F)cc2)cc1 (stereo not drawn),1.1,-4,9,-5
c1ccc2[nH]c(SN3CCOCC3)nc2c1,0.91,-11,21,-13
CCC(C)NC(=O)C(NS(=O)(=O)c1ccc2c(c1)c(=O)n(C)c(=O)n2C)c1ccccc1 (stereo not drawn),1,4,9,-6
O=C(c1ccco1)N1CCN(C(=O)C2CCN(S(=O)(=O)c3cccs3)CC2)CC1,1.1,1,4,-1
O=c1oc2ccccc2n1CCc1ccccc1,1,-16,12,6
CC1CN=C(N(C(=O)Nc2ccccc2)c2ccc(S(=O)(=O)N3CCOCC3)cc2)S1 (stereo not drawn),1.1,-12,7,4
CCOC(=O)N1CCN(CCC(=O)c2ccc(Cl)cc2)CC1,1,-9,10,0
CCc1ccc(N2CC34C=CC(O3)C(C(=O)OC(C)C)C4C2=O)cc1 (stereo not drawn),1.1,-5,2,0
CCOC(=O)c1ccc2c(c1)NC(=O)C(N1CCN(c3ccc(OC)cc3)CC1)S2 (stereo not drawn),1.1,?,7,?
CN1CCN(C(=O)c2ccc3c(=O)n(CCc4ccccc4)c(=S)[nH]c3c2)CC1,1.1,3,19,-8
O=C(NCc1ccc(F)cc1)c1ccc(CS(=O)(=O)Cc2ccc(F)cc2)o1,1,-19,5,1
CCc1nn(-c2cc(Cl)ccc2OC)c2c1C(=O)CCC2,0.99,-45,15,8
CCOC(=O)N1CCC(NC(=O)CCC(=O)c2ccccc2)CC1,1,-12,0,3
c1ccc(-c2nnc3ccc(N4CCC5(CC4)OCCO5)nn23)cc1,1,4,2,3
Cn1[nH]c(=O)c2ccccc2c1=O,1,-5,2,1
Cc1c(C(=O)OCC2CCCO2)[nH]c2c1C(=O)CC(c1ccc(N(C)C)cc1)C2 (stereo not drawn),1,-1,6,0
O=C(NC1CCCC1)C1CCCN1S(=O)(=O)c1cccc2cccnc12 (stereo not drawn),1,-3,3,-3
CC(C)(C)NC(=O)CN(C(=O)C1CSC(=O)C1)c1ccc2c(c1)OCCO2 (stereo not drawn),1.1,-15,14,0
COc1cccc(-c2nnc(NC(=O)c3ccccc3Br)o2)c1,1,-25,5,0
CCOC(=O)C1=C(C)NC(=O)NC1c1ccc(OCCO)c(OC)c1 (stereo not drawn),1,-8,7,-3
OCc1n[nH]c(CO)n1,1,2,7,5
CN(CCCNC(=O)CN1C(=O)CC(C)(C)S(=O)(=O)c2ccccc21)C1CCCCC1,0.98,-5,4,6
Cn1ccnc1SCC(=O)Nc1ccc2nc(SCC(=O)NC3CC3)sc2c1,1,-3,8,-5
Clc1ccc(Cc2nn3c(-c4ccncc4)nnc3s2)cc1,1.1,-16,13,2
CCOC(=O)c1sc(NC(=O)COC(=O)Cn2cnc3ccccc32)c(C(=O)OCC)c1C,1.2,?,9,?
Cc1cccc(N2CCN(C(=O)CCNS(=O)(=O)c3ccc4c(c3)CCC(=O)N4)CC2)c1C,1.1,-4,11,-6
COC(=O)c1nc(N)sc1-c1ccccc1,0.99,-13,4,0
Cc1cccc(-c2noc(CN(C(=O)c3c(-c4ccccc4Cl)noc3C)C(C)C)n2)c1,1.1,59*,6,-15
CCc1ccccc1OCCCCCNCCO,0.97,-5,4,2
COc1ccccc1OCC(=O)N1CCN(c2ccccc2OC)CC1,1.1,-6,9,0
CC(C)CC(=O)N1CCN(S(=O)(=O)c2ccc(F)cc2)CC1,1.1,-5,19,-6
CCOC(=O)C1CCN(C(=O)CCCCn2c(=O)[nH]c3ccccc3c2=O)CC1,1.1,-3,9,0
CC(=O)N1CCN=C1SCc1c(F)cccc1Cl,1,0,6,-1
O=c1c2c(nc3nc(COc4ccccc4)[nH]n13)CCC2,0.98,6,9,-5
COCCNC(=O)Cn1cnc2sc(C)c(S(=O)(=O)N3CCC(C)CC3)c2c1=O,1,-5,3,2
CCOC(=O)C1C(c2ccc(C)o2)NC(=O)NC1(O)C(F)(F)F (stereo not drawn),0.9,14,4,9
CN(CCCNC(=O)c1ccc(N2CCCC2=O)cc1)c1ccccc1,1.1,-6,6,-3
CCOC(=O)N1CCC(NC(=O)c2cc(C(=O)Nc3ccc(F)cc3F)ccc2CO)CC1,0.95,19,1,-4
CCN1C(=O)c2ccc(-c3nc4ccccc4c(=O)o3)cc2C1=O,1.1,27,8,-19
O=C(NCCN1CCc2ccccc2C1)C1CC(=O)N(C2CCCC2)C1 (stereo not drawn),1.1,34,5,-19
Cc1nc2sc(C(c3ccco3)N3CC(C)OC(C)C3)c(O)n2n1 (stereo not drawn),1.1,?,15,?
CC(C)(NC(=O)N1CCCC1)c1cccc(C(C)(C)NC(=O)N2CCCC2)c1,1.1,-6,7,-6

# (cont.)
SMILES,Jurkat autofluor,VLA-4 antagonist,LNCaP diff act,VLA-4 allo ag
Cn1nc(-c2ccc(C(=O)N3CCN(c4ccccc4)CC3)cc2)c2ccccc2c1=O,1,-24,5,4
Cc1ccc(S(=O)(=O)N(C)CC(=O)NC2CCCC2)cc1,1,-24,13,-12
CCC(=O)N1CCc2cc(Br)cc(S(=O)(=O)NCC3CCCO3)c21 (stereo not drawn),0.98,7,0,3
COC(=O)C(C)NC(=O)C(C)NC(=O)OCc1ccccc1 (stereo not drawn),0.96,-17,5,10
COc1ccc(-c2cc(C(=O)Nc3c(C)nn(Cc4ccccc4)c3C)no2)cc1,1,2,4,0
O=C(Cc1c(C(=O)O)[nH]c2ccccc12)NC1CCN(Cc2ccccc2)CC1,0.9,7,3,2
CSc1nc(-c2ccco2)nn1S(=O)(=O)c1ccc(C)cc1,1.1,7,4,1
O=C(c1ccco1)N1CCN(C(=O)c2cccc3c2C(=O)N(C2CCCCC2)C3)CC1,0.96,9,2,-4
COc1cccc(C2CC(c3cccc(C)c3)n3ncnc3N2)c1 (stereo not drawn),1.1,-27,16,1
COc1ccc(N=C2C(=O)Nc3ccccc32)cc1,0.99,-4,1,3
O=C(NCC1CCCO1)c1cccc(N2CCCC2=O)c1 (stereo not drawn),0.99,-25,7,-5
O=C(Nc1ccc2c(c1)OCO2)c1cnc2n(c1=O)CCS2,?,?,6,?
CCOC(=O)C1CCN(C(=O)CCn2c(=O)[nH]c3ccsc3c2=O)CC1,1,-15,4,2
O=c1[nH]c(N2CCc3ccccc32)nc2c1CCCC2,1,-6,11,0
Cc1nc(C)c(C(=O)C2=C(O)C(=O)N(CCN3CCOCC3)C2c2ccco2)s1 (stereo not drawn),0.99,-10,8,-4
Cc1cccc(NC(=O)COc2nsnc2N2CCOCC2)c1,1.1,2,22,-1
Cc1ccc(NC(=O)C2CCCN(S(=O)(=O)c3cnc[nH]3)C2)cc1C (stereo not drawn),1.1,12,8,1
COc1ccc(CN2CC(C(=O)NCCCN3CCOCC3)CC2=O)cc1 (stereo not drawn),0.93,-11,6,3
O=C(CCCn1c(=O)c2sccc2n(CC(=O)NCc2ccco2)c1=O)NCc1ccco1,1,5,13,-2
O=C(O)CC1Oc2ccc(Cl)cc2NC1=O (stereo not drawn),1.1,-18,3,8
CCOC(=O)N1CCN(C(=O)C(C)n2nc(C)n3c(cc4sccc43)c2=O)CC1 (stereo not drawn),1.1,-42,1,16
CC1Oc2ccccc2N(CC(=O)N(Cc2ccccc2)Cc2ccccn2)C1=O (stereo not drawn),1.1,-11,6,-1
CCCCCSc1nncc(=O)[nH]1,1.1,?,8,?
COc1cccc(C2=CC(c3cccc(OC)c3OC)n3nnnc3N2)c1 (stereo not drawn),1.4,?,12,?
CC(=O)N1CCc2cc(S(=O)(=O)NCCC(=O)Nc3cc(C)cc(C)c3)ccc21,1.1,14,8,1
COC(=O)N(C)CCCC1(C)C(=O)N(C)c2ccc(O)cc21 (stereo not drawn),0.99,1,10,-1
Cc1cccc(C)c1OCc1nnc(SCC(=O)Nc2ccccc2F)o1,0.98,-8,2,-2
Cc1cc2nc3c(nc2cc1C)C1(C(=O)O)CCC3(C)C1(C)C (stereo not drawn),1.1,-27,17,3
Nc1nc(CN2CCOCC2)cs1,1,-10,14,2
CC(CCc1ccccc1)NCC(O)c1ccc(O)c(C(N)=O)c1 (stereo not drawn),1,-23,7,-2
CCN(CC)CCOC(=O)c1ccc(NC(=O)COc2cc(=O)n(CC)c3ccccc23)cc1,1.1,9,5,-2
CCOC(=O)CN1C(=O)COc2ccc(C(C)(C)C)cc21,1,-5,7,2
CCOC(=O)c1ccccc1NC1c2ccccc2C(=O)N1c1ccc(C)cn1 (stereo not drawn),1,7,1,-2
Cc1nc2ccc(S(=O)(=O)N(C)CC(=O)NCc3ccc4c(c3)OCO4)cc2s1,1.1,19,13,-9
CC(=O)OC1c2ccccc2C(=O)N1c1ccccc1C (stereo not drawn),1,5,5,-2
CC1=C(C(=O)Nc2cccnc2)C(c2ccc(C(C)C)cc2)n2ncnc2N1 (stereo not drawn),0.98,-7,7,2
C=CCOC(=O)C1=C(C)Nc2ncnn2C1c1cc(Br)ccc1F (stereo not drawn),1,-18,8,-7
Cc1ccc(C(=O)NCCNC(=O)CN2CCOCC2)cc1,1,-8,14,1
COc1cccc(-c2nn(C)c3sc(C(=O)NCc4ccc5c(c4)OCO5)cc23)c1,1.1,-1,10,-6
COc1ccc(N2C(=O)CCC(C(=O)N3CCOCC3)C2c2ccc(F)cc2)cc1 (stereo not drawn),1,-7,2,-3
O=S1(=O)C=C(Sc2nc3cc(Cl)ccc3o2)c2ccccc21,9.6*,?,25,?
Fc1ccc2nc3[nH]c4ccccc4c3nc2c1,1.2,-3,7,-2
Cc1cc(C)c2c(n1)nn1c(C3CC3)cc(C(F)(F)F)nc21,1.4,?,15,?
COc1ccc(CNC(=O)CCS(=O)(=O)c2cccc3nonc23)cc1,0.98,-21,5,0

# Only VLA-4 allo ag, for some of the entries so far:
canonical_smiles	VLA-4 allo ag
COc1ccc(CNC(=O)CCS(=O)(=O)c2cccc3nonc23)cc1	0
Fc1ccc2nc3[nH]c4ccccc4c3nc2c1	-2
CC1=C(C(=O)Nc2cccnc2)C(c2ccc(C(C)C)cc2)n2ncnc2N1 (stereo not drawn)	2
CCOC(=O)CN1C(=O)COc2ccc(C(C)(C)C)cc21	2
